# Mtb BioA inh: inhibitors of Mycobacterium tuberculosis BioA enzyme | AID 602481 | hit rate 0.096% among 360,000 | inhibition, % at 9.99 µM | purified M. tuberculosis BioA enzyme, plate reader; in the data active = inhibition above about 40%; inconclusive = no clear call, values can overlap the other calls
# Mtb FBA inh: Mtb fructose-bisphosphate aldolase inhibition; P9WQA3; purified M. tuberculosis FBA, fluorescence read-out; inhibition, % at 1 µM; hit rate 2.3% among 360,000; AID 588726; in the data active = inhibition above about 27%;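 note: 0% = vehicle and 100% = reference inhibitor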
# Target sequence (P9WQA3 whole entry, looked up): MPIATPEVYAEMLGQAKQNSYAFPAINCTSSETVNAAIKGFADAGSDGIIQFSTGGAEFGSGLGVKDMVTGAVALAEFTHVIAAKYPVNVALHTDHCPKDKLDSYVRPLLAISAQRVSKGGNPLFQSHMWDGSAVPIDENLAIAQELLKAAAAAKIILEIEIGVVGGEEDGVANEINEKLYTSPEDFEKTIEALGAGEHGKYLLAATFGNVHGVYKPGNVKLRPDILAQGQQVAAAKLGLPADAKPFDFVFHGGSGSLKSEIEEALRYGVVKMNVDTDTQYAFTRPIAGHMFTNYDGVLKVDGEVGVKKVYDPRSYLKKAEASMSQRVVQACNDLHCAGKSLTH
# MazEF act: activators of E. coli MazEF toxin-antitoxin RNase; P0AE70; FAM/BHQ RNA-DNA oligo cleavage fluorescence, 5 h; hit rate 0.32% among 350,000; activation, % at 20 µM; AID 504720; in the data active = activation above about 50%
# Target sequence (P0AE70 whole entry, looked up): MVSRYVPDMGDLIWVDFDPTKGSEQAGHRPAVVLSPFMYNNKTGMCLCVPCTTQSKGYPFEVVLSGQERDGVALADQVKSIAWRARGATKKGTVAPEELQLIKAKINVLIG
# BoNT-F LC inh: BoNT F light chain protease inhibition; AID 588497; hit rate 0.22% among 360,000; inhibition, % at 10 µM; Multiplex microsphere protease cleavage assay, flow cytometry; in the data active = inhibition above about 35%, passing the limit was not always enough; inconclusive = no clear call, values can overlap the other calls; note: plate controls were buffer without enzyme for full effect and enzyme alone for no effect
# Mtb UGM inh: inhibitors of M. tuberculosis UDP-galactopyranose mutase; purified UGM, fluorescence polarization probe displacement; P9WIQ1; hit rate 0.06% among 320,000; inhibition, % at 10 µM; in the data active = inhibition above about 10%, passing the limit was not always enough; inconclusive = no clear call, values can overlap the other calls
# Target sequence (P9WIQ1 whole entry, looked up): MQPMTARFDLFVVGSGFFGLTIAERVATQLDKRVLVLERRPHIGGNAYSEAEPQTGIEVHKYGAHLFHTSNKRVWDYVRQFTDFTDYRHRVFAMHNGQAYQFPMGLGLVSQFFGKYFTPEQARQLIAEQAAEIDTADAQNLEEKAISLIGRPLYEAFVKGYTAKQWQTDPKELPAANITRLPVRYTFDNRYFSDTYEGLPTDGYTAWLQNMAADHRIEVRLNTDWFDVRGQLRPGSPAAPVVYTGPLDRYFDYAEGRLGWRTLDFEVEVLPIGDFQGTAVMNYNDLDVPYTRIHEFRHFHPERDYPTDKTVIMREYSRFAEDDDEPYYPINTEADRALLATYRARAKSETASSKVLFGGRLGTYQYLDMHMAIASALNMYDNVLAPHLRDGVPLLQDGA
# PrPC TRFRET: inhibitors of human cell surface prion protein PrPC; TR-FRET read-out; inhibition, % at 13.8 µM; hit rate 0.43% among 370,000; AID 720596; in the data active = inhibition above about 24%; note: 0% = median of the test wells and 100% = reference compound wells
# Rv3671c protease: Rv3671c (M. tuberculosis) protease inhibition; P9WHR9; inhibition, % at 5.96 µM; hit rate 0.048% among 320,000; AID 2606; in the data active = inhibition above about 38%;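 note: extracellular domain of Rv3671c used as enzyme; 0% = enzyme with DMSO and 100% = no enzyme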
# FadD28 FP inh: blocks FadD28 binding to the bisubstrate probe. fluorescence polarization. inhibition, % at 12.5 µM. hit rate 0.22% among 360,000. AID 588549; in the data active = inhibition above about 8.5%, passing the limit was not always enough; inconclusive = no clear call, values can overlap the other calls
# GDH-TPI counter: counter-screen for M. tuberculosis FBA inhibitors: GDH-TPI coupled enzymes | GDH-TPI coupled enzyme counterscreen, NADH absorbance | inhibition, % at 4.8 µM | hit rate 1.2% among 360,000 | AID 588335; in the data active = inhibition above about 30%;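 note: 0% = DMSO wells and 100% = wells lacking the enzyme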
# * marks the source's active call; other numbers are inactive results; ? = inconclusive; nt = not tested or not shown; + = active, no number. Compounds as they come; 4.8% or so of the library scored in one or more.
SMILES,Mtb BioA inh,Mtb FBA inh,MazEF act,BoNT-F LC inh,Mtb UGM inh,PrPC TRFRET,Rv3671c protease,FadD28 FP inh,GDH-TPI counter
O=C(NCCc1ccccc1)c1cc(-c2ccccc2)c(N2CCOCC2)s1,0.3,2,-7,-6,-1.1,1,3,-1.1,6
COc1ccc(CNC(=O)N2CCN(c3ccc(F)cc3)CC2)cc1Cl,nt,5,-4,-2,0.2,4,4,-0.5,7
Cc1cnc(C(=O)OCC(=O)Nc2cc(S(=O)(=O)N3CCCCC3)ccc2Cl)cn1,nt,-2,-1,-3,3.7,17,-3,-1.3,0
O=c1c2nnn(Cc3ccccc3)c2ncn1-c1ccccc1,-0.7,0,3,-4,-6.8,2,-1,-4.4,2
C=CCn1c(=O)c(C(=O)Nc2ncccc2C)c(O)c2ccccc21,-0.5,6,-16,-2,nt,0,nt,-0.9,15
O=C(Nc1cccnc1Cl)c1cc([N+](=O)[O-])ccc1Cl,-0.4,5,-2,-1,-0.5,-22,12,-3.5,-4
COc1cc(OC)cc(-n2nc(C(=O)NCCCN3CCOCC3)c3ccccc3c2=O)c1,-0.9,0,-3,0,1.7,-2,5,-1.0,4
CCN(CC)S(=O)(=O)c1ccc(N2CCOCC2)c(NC(=O)c2nn(C)c(=O)c3ccccc23)c1,-5.7,-1,16,5,nt,-9,nt,-1.7,1
CC(C)OC(=O)NCCOC(=O)Nc1ccc(Cl)c(Cl)c1,3.0,2,-3,-15,-1.5,13,-11,-5.4,-3
CCCOc1ccc(CSC(=N)N)cc1C(=O)OC,2.8,1,5,?,1.8,1,-2,-1.1,-4
Cc1ccc(NC(=S)Nc2cccc3cnccc23)cc1C,1.6,3,6,-18,0.6,0,5,-3.4,9
O=[N+]([O-])c1ccc(N2CCN(c3ccccc3F)CC2)nc1,-0.3,1,7,-14,-2.2,-4,nt,nt,-1
CN1CCN(CCCNC(=O)Cn2ncc3c4ccccc4n(C)c3c2=O)CC1,-4.7,12,9,3,-1.7,7,-3,0.8,-2
COc1ccc(CCC(=O)Nc2nc3c(s2)CN(C)CC3)cc1OC,1.8,-1,3,21,1.3,-7,-7,-1.5,-2
Cc1ncn(-c2ccc(C(=O)Oc3ccccc3)cn2)n1,nt,-1,6,2,0.4,4,-9,-1.1,-6
Cc1ccc(-n2c(O)c(C=NCCCn3ccnc3)c(=O)[nH]c2=O)cc1,nt,-2,5,-1,-1.3,7,-4,-4.1,5
CCc1ccccc1Nc1nc(N)nc(COC(=O)CCNS(=O)(=O)c2ccccc2)n1,nt,-1,-4,-9,2.7,7,5,-3.8,-1
c1ccc(C2(CN3CCNC[C@@H]3CC3CCCCC3)CC2)cc1,-0.8,1,9,-7,3.9,-1,6,-5.3,-5
O=C(Nc1ccc(F)c(F)c1)c1ccccc1-c1ccccc1,1.0,2,1,-9,0.5,-3,-4,-3.8,0
COc1cc2c(cc1OC)CN(C(=O)c1cc(S(=O)(=O)N3CCOCC3)ccc1C)CC2,nt,1,3,12,-3.9,-6,-12,-1.1,6
O=C(O)CCc1ccc(-c2cccs2)n1NC(=O)c1cccs1,1.7,-6,10,-8,3.4,5,5,-1.4,3
O=C(c1ccc2c(c1)OCO2)N1CCOCC1,0.4,-1,1,3,3.0,0,0,-0.5,-9
CC(=O)Nc1ccc2nc(-c3cccnc3)[nH]c2c1,56*,5,7,-5,-0.7,4,8,1.2,16
COc1ccc(/C=C2\CC/C(=C\c3ccc(OC)cc3OC)C2=O)c(OC)c1,-1.9,-5,-120,-1,1.8,-9,-4,-2.6,14
CC(C)(C)OC(=O)N1CCN(c2ccc(CNC(=O)c3ccc(Cl)cc3)cc2)CC1,-2.9,-1,1,4,-1.9,7,-1,-0.6,3
CCOC(=O)c1ccc(-c2ccc3ncnc(NCc4csc(C)n4)c3c2)o1,-1.2,+,nt,0,nt,-12,nt,-0.8,37*
CCc1ccccc1NCC(=O)Nc1ccccc1C(=O)OC,nt,-1,-6,0,-0.2,5,-14,-3.2,-3
O=[N+]([O-])c1ccc(C=NNc2ccc(S(=O)(=O)O)cc2)cc1,2.6,-19,-3,6,nt,-30,nt,nt,31*
Cc1nc(/N=C(\N)NC(=O)N2c3ccccc3Sc3ccccc32)nc2ccccc12,0.1,0,-6,-7,-1.2,-3,-26,-4.3,16
CC(=O)c1ccc(NC(=O)CC2Nc3cccc4cccc(c34)NC2=O)cc1 (stereo unspecified),nt,-2,9,-12,-0.9,-2,-11,4.0,4
CSc1nsc(SCC(=O)Nc2nc3ccc(C)cc3s2)n1,nt,2,21,-4,1.7,-8,-16,-0.5,10
O=C(NCc1ccccc1Cl)c1ccc(S(=O)(=O)N2CCCC2)cc1,1.0,-1,2,6,nt,5,4,-2.6,-1
CCn1cc(C(=O)O)c(=O)c2cc(F)c(N3CCN(C(=S)NC(=O)c4ccccc4F)CC3)cc21,nt,0,6,-6,-2.6,-2,-8,-0.7,-4
Cc1cc(C(=O)CN2C(=O)NC3(CCCCC3C)C2=O)c(C)n1Cc1cccs1 (stereo unspecified),-0.8,3,4,-7,-0.5,0,2,0.8,7
CSc1c(CC(=O)Nc2ccccc2)n(C)c2ccccc12,-0.9,2,7,nt,0.5,1,-3,-1.0,11
S=C(NCCc1ccccc1)Nc1cnc2ccccc2c1,nt,5,4,-6,-2.0,2,-13,-5.0,1
CCCOc1ccc(-c2nc(C#N)c(NCCCn3ccnc3)o2)cc1,-6.8,105*,-1,58*,1.7,-8,6,-0.1,15
CCCCn1nc(C(=O)NCC2COc3ccccc3O2)c2ccccc2c1=O (stereo unspecified),0.9,-3,2,-4,-2.0,-5,-5,-4.3,-9
COc1ccc(CCNC(=O)CCc2ccccc2)cc1OC,0.0,-3,-17,-4,-0.7,9,3,-2.8,-7
COc1ccccc1CCNC(=O)c1ccc2nc[nH]c2c1,14,10,-7,4,1.2,5,-1,3.8,-7

# A draw from above in order of number of heavy atoms, rising:
SMILES,Mtb BioA inh,Mtb FBA inh,MazEF act,BoNT-F LC inh,Mtb UGM inh,PrPC TRFRET,Rv3671c protease,FadD28 FP inh,GDH-TPI counter
CSc1nsc(SCC(=O)Nc2nc3ccc(C)cc3s2)n1,nt,2,21,-4,1.7,-8,-16,-0.5,10
COc1ccc(CCNC(=O)CCc2ccccc2)cc1OC,0.0,-3,-17,-4,-0.7,9,3,-2.8,-7
CCCOc1ccc(-c2nc(C#N)c(NCCCn3ccnc3)o2)cc1,-6.8,105*,-1,58*,1.7,-8,6,-0.1,15
Cc1cc(C(=O)CN2C(=O)NC3(CCCCC3C)C2=O)c(C)n1Cc1cccs1 (stereo unspecified),-0.8,3,4,-7,-0.5,0,2,0.8,7
CCn1cc(C(=O)O)c(=O)c2cc(F)c(N3CCN(C(=S)NC(=O)c4ccccc4F)CC3)cc21,nt,0,6,-6,-2.6,-2,-8,-0.7,-4

# Additional entries.
SMILES,Mtb BioA inh,Mtb FBA inh,MazEF act,BoNT-F LC inh,Mtb UGM inh,PrPC TRFRET,Rv3671c protease,FadD28 FP inh,GDH-TPI counter
Cc1cccc(CS(=O)(=O)Cc2ccc(C(=O)NC3CCCC3)o2)c1,0.7,4,5,4,-0.1,-1,-3,0.9,-3
CCOCCn1cnc2sc(C(=O)NCCCN3CCOCC3)c(C)c2c1=O,-1.3,1,8,-5,0.9,-3,3,-1.5,2
COc1cccc(C(C(=O)NCC2CCCO2)N(C(=O)Cn2nnc3ccccc32)c2ccc(NC(C)=O)cc2)c1OC (stereo unspecified),nt,0,7,-3,2.9,-3,7,1.3,3
NC(=O)C1CCCN(Cc2ccc(Cl)cc2)C1 (stereo unspecified),0.0,2,-4,11,3.6,7,5,-4.1,5
N/C(=N\N=C\c1ccco1)SC1CC(=O)N(c2ccc(C(=O)O)cc2)C1=O (stereo unspecified),nt,-7,5,-6,4.4,-1,3,-3.5,45*
CCOC(=O)N1CCN(C(=O)CSc2nnc(-c3c[nH]c4ccccc34)n2CCOC)CC1,-3.3,4,4,5,1.4,4,-1,-0.3,21
O=C(NC1CCCC1)c1ccc2c(c1)N(Cc1ccccc1)CCS2,-2.0,90*,7,3,0.8,1,7,-1.7,9
Cn1c(-c2cccc(OCc3ccccc3)c2)nc2c1c(=O)[nH]c(=O)n2Cc1ccccc1,4.1,0,62*,11,-0.4,-7,4,-2.5,-4
COCCN(C(=O)c1ccc(N2CCCC2=O)cc1)c1c(N)n(CC(C)C)c(=O)[nH]c1=O,10,1,-7,11,0.3,4,1,1.0,-5
O=C(CSc1nnnn1C1CCCC1)N1CCCCC1,1.3,2,4,-6,nt,-6,nt,-0.2,-14
Clc1ccc(-c2nnc(-c3ccc(Br)o3)o2)c(Cl)c1,-1.8,7,-5,2,0.9,-2,-5,1.5,-1
CCC(C)(C)NC(=O)C(c1ccccc1F)N(Cc1ccco1)C(=O)Cn1nnc2ccccc21 (stereo unspecified),0.8,1,4,-3,-0.3,13,-12,-1.7,3
CN1CCN(C(=O)c2ccccc2-c2nc(-c3ccccc3)no2)CC1,0.3,2,3,-31,0.8,0,-5,-0.2,2
Cc1ccc(C(C2=C(O)CC(C)(C)CC2=O)C2C(=O)CC(C)(C)CC2=O)o1 (stereo unspecified),-0.6,0,-2,-6,-0.8,-1,5,0.6,7
O=C1NCCCC1C(=O)N/N=C/c1ccc(Cl)cc1 (stereo unspecified),nt,1,-6,?,0.3,-5,-5,-1.1,7
COc1ccc(NS(=O)(=O)c2ccc(OC)c(NC(=O)CCC3CCCCC3)c2)cc1,-1.4,-3,-4,0,-0.1,-1,-33,-0.9,-1
Cc1ccccc1OCC(=O)N1N=C(c2cccnc2)CC1(O)C(F)(F)F (stereo unspecified),2.0,1,-5,2,0.2,-4,1,-0.5,6
COC(=O)c1ccc(NC(=S)NCCCN2CCCC2=O)cc1,-0.1,-3,-7,-4,-0.5,-2,4,-0.8,-9
CC(=O)Nc1ccc(C2=NOC(C)(C)C(=O)N2Cc2cccc(C#N)c2)cc1,1.1,0,nt,-8,nt,2,nt,-4.9,-1
CC(=O)c1cccc(OCc2cc(C(=O)N(C)CCc3cnn(C)c3)no2)c1,0.3,1,-16,10,-1.3,-4,nt,-1.1,1
CCOC(=O)c1ccc(NC(=O)CSc2nc(C)nc3c2c(=O)n(C)c(=O)n3C)cc1,-2.1,-1,-37,-11,0.7,-1,2,0.0,4
CCc1ccc(C(=O)C(C)OC(=O)CNS(=O)(=O)c2ccc(C)cc2)cc1 (stereo unspecified),-2.5,4,-15,10,-0.8,8,0,5.1,-1
COc1ccc(S(=O)(=O)N2CCN(Cc3ccc(OC)c(OC)c3)CC2)cc1,-0.9,29*,-21,?,-2.0,0,-4,-0.6,7
COc1ccc(C(C)(C)C)cc1NC(=O)CCCN1C(=O)CN(C)C1=O,0.0,2,-4,5,nt,1,nt,-1.1,2
O=C1c2ccccc2S(=O)(=O)N1Cc1ccccc1[N+](=O)[O-],-0.6,2,-17,-10,2.3,-9,-5,0.7,0
Cc1ccc(-n2c(SCC(=O)NCc3ccco3)nc3c(sc4ccccc43)c2=O)cc1,3.4,-2,-8,2,0.4,9,-17,-3.8,15
COc1ccc(O)c(C2(O)C(=O)c3ccccc3C2=O)c1,1.0,-2,2,4,-1.1,-3,15,-0.7,7
O=C(NCCN1CCOCC1)c1noc2c1CCc1ccccc1-2,-1.6,-2,-4,-2,1.2,0,-3,1.0,-8
O=C(C1CCCCC1)N1C[C@H](O)[C@@H](n2cc(-c3ccc(F)cc3)nn2)C[C@@H]1c1ccccc1,-2.8,0,2,-1,nt,-2,nt,-1.2,8
C[C@@]12C(=O)Nc3cc(F)c(F)cc3C(=O)N1[C@H]1c3cc(Cl)ccc3OC[C@@H]1[C@@H]2c1ccccc1,-1.3,6,-2,-2,-1.0,nt,-99,-6.1,4
COC(=O)c1cnc(Nc2cccc(C(F)(F)F)c2)c([N+](=O)[O-])c1,-0.7,-1,1,?,1.5,6,-4,-2.8,13
COc1cc(C)c(C(=O)CSc2nnc(CNC(=O)c3ccco3)n2C)cc1C,-1.0,-1,-4,-8,-0.4,-8,1,0.0,1
O=C1CSC(c2ccc(F)cc2)N1c1nc2ccccc2s1 (stereo unspecified),-2.2,-4,-9,0,-0.4,8,-5,-0.4,3
CCCc1cc(=O)oc2cc(C)cc(OCC(=O)N[C@@H](CSCc3ccccc3)C(=O)O)c12,2.8,39*,-1,-1,2.3,0,-11,0.4,6

# Compound activity: PubChem, several laboratories
